AmpC det inh: inhibitors of E. coli AmpC beta-lactamase with detergent; purified AmpC, nitrocefin hydrolysis with detergent; Potency, µM (highest dose often 28.7 µM), inactives show at the top dose activity change, negative = inhibition; 71,000 compounds, 0.09% hits; P00811; active = well fitted curve in the direction sought with a large enough effect
Target sequence (P00811 whole entry, looked up): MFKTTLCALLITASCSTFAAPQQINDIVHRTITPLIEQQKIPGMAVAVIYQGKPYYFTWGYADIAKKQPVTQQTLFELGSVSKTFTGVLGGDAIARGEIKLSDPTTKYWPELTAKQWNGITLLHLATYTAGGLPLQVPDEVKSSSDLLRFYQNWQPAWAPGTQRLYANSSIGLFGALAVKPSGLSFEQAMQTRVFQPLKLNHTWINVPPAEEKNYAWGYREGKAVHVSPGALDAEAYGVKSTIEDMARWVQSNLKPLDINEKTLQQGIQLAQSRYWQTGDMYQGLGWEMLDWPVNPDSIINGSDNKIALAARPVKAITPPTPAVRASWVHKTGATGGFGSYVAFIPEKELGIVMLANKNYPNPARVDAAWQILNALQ
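E. coli AmpC (5.3 nM) in 20 mM phosphate pH 7.0 with 0.01% Triton X-100, preincubated 15 min RT with compound; nitrocefin (2 uL of 800 uM stock) hydrolysis followed by 480 nm absorbance every 20 s over 4 min.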
Numbers without * were called inactive; & = joins results of further samples; [ ] = another dose, or the depositor's remark. % is scaled to controls: 0 for no effect and ±100 for the full control effect; potency is read from the fitted curve at half-maximal effect.

SMILES	AmpC det inh
CCn1c(SCC(=O)NCC(=O)Nc2ccc(F)cc2)nnc1-c1cccs1	0%
COc1ccc(OC)c(NC2c3ncccc3C(=O)N2Cc2ccco2)c1 (centres undefined)	-3%
CCC(=O)N1CCc2cc(Br)cc(S(=O)(=O)N3CCN(c4ccccn4)CC3)c21	-4%
CCS(=O)(=O)NCc1cn2c(C)csc2n1	-3%
COC(=O)COC(=O)c1ccc(-n2nnnc2SC)cc1	1%
CCN(CC)CCNC(=O)NC1CCCCC1	-4%
CSc1nc(-c2ccco2)nn1S(C)(=O)=O	-9%
CCOC(=O)N1CCC(n2c(SCC(=O)NCCC3=CCCCC3)nc3ccccc3c2=O)CC1	0%
CCN1CCN(Cc2coc3ccc(C)cc3c2=O)CC1	6%
O=C1CCCC2=C1C(Cc1ccccc1)C1=C(CCCC1=O)O2	-3%
Cc1noc(C)c1S(=O)(=O)N1CCC(C(=O)N2CCN(Cc3ccc4c(c3)OCO4)CC2)CC1	-2%
O=C(CCN1CCc2ccccc2C1)c1ccc2c(c1)OCCO2	-3%
COC(=O)[C@H](Cc1ccccc1)NC(=O)NCCc1ccc(S(N)(=O)=O)cc1	-2%
O=S(=O)(c1cccc2nsnc12)N1CCc2ccccc2C1	8%
COCCCNC(=O)CCCC(=O)NCCCOC	0%
O=C(O)C1C2C=CC(C2)C1C(=O)NCCCN1CCOCC1 (centres undefined)	1%
N#CCCn1c(=O)c(-c2cccs2)nc2cnc(N3CCOCC3)nc21	2%
O=C1CN(c2ccccc2F)C(=O)CN1c1ccccc1F	-1%
O=C(NCc1cn2ccccc2n1)c1ccc(Br)o1	8%
Cc1cccc(S(=O)(=O)C(C#N)c2nc3ccccc3nc2N2CCCC2)c1 (centres undefined)	-5%
O=C(NC1CCCCCC1)C1c2ccccc2C(=O)N1Cc1cccnc1 (centres undefined)	-2%
COc1ccc(C(=O)Nc2ccccc2C(=O)NC(C(=O)NCc2ccco2)C(C)C)cc1 (centres undefined)	13%
COC(=O)[C@@]1(Cc2ccc(OC)cc2)[C@H]2c3cc(C(=O)N(C)C)n(Cc4ccc(OC)c(OC)c4)c3C[C@H]2CN1C(=O)c1ccccc1	0%
O=C(O)C1CC(=O)N(Cc2cccnc2)C1 (centres undefined)	-2%
COC(=O)c1[nH]c2ccccc2c1NC(=O)CCN1CCN(C2CCCCC2)CC1	3%
CCCOc1ccc(OC(=O)c2ccc(Br)o2)cc1	11%
Cc1ccccc1-c1nc(CN2CCC(C(=O)NC3CCN(Cc4ccccc4)CC3)CC2)c(C)o1	4%
CC(=O)c1cc2c(cc1NC(=O)CSc1nc3ccccc3o1)OCO2	-7%
CCCN(CCC)c1c([N+](=O)[O-])cc(C(F)(F)F)cc1[N+](=O)[O-]	10%
C=CCN1C(=O)C(O)(CC(=O)c2ccc(OC)cc2OC)c2cc(Br)ccc21 (centres undefined)	-3%
C=CCNc1nc2c3ccccc3n(C(C)=O)c2s1	-1%
O=C1N(c2ccccc2)C2CS(=O)(=O)CC2N1c1ccc(Br)cc1 (centres undefined)	-5%
Fc1ccccc1OCCSc1nnnn1-c1ccccc1	-2%
O=C(CCC1N=C2c3ccccc3N=C(SCc3ccccc3Cl)N2C1=O)NCc1ccco1 (centres undefined)	2%
Cc1cc(C(=O)N2CCCCCC2)cs1	-4%
O=C(c1cccs1)N1CCN(C/C=C/c2ccccc2)CC1	6%
CCCCCCN=C(CC)c1c(O)n(CCCC)c(=O)[nH]c1=O	-2%
CCOC(=O)N1CCN(C(=O)c2cc3c(=O)[nH]c4ccccc4c3s2)CC1	-3%
CN1CCN(/C=N/c2c(C#N)cnn2C)CC1	-4%
COc1ccccc1CNc1ncnc2ccc(-c3ccccc3OC)cc12	8%
COc1ccccc1-c1cn(S(=O)(=O)c2ccc(C)cc2)nc1N	-4%
CCC(=O)Nc1nonc1-c1nc2ccccc2n1Cc1ccccc1	4%
O=c1/c(=C\c2ccc3c(c2)OCO3)sc2n1CCCN=2	1%
Nc1nnc(-c2ccccc2Cl)s1	0%
CC(=O)Nc1cccc(NC(=O)CSc2ncc(-c3ccc(Cl)cc3)n2Cc2ccco2)c1	-5%
O=C(CC1Oc2ccccc2NC1=O)NCCc1ccccc1 (centres undefined)	10%
Cc1cccc(CNc2cc(-c3ccc(C(=O)N(C)C)cc3)ncn2)c1	6%
Cn1cccc1C(=O)OCC(=O)c1cc2ccccc2o1	-2%
O=C(O)[C@H]1C[C@H](C(=O)O)N1	0%&5%
COc1cc(C2C(C#N)=C(N)Oc3cc(C)n(CC4CCCO4)c(=O)c32)cc2c1OCO2 (centres undefined)	-4%
COc1ccc(-c2nnc(SCC(=O)Nc3sc4c(c3C#N)CCC4)n2CC2CCCO2)cc1 (centres undefined)	-1%
N#CCCn1c(=O)c(CCc2ccccc2)nc2cnc(Nc3ccccc3)nc21	0%
CCn1c(SCC(=O)c2ccc3c(c2)OCCO3)nnc1-c1ccco1	-5%
CCCCCn1c(=O)c(C(=O)NCc2ccncc2)c(O)c2ccccc21	2%
CC1=CC(C)(C)N(C(=O)CSc2nccn2C)c2cc(C)ccc21	10%
O=C(Cn1c(=O)n(-c2ccc(F)cc2)c(=O)c2sccc21)N1CCCC1	12%
CC(C)N(CCC(=O)c1ccc2ccccc2c1)Cc1ccccc1	0%&0%
Cc1cc2cc(CN(Cc3nnnn3C3CCCCC3)CC3CCCO3)c(=O)[nH]c2cc1C (centres undefined)	0%
CCN(CC)P(=O)(/C(Cl)=C\Nc1c(C)n(C)n(-c2ccccc2)c1=O)N(CC)CC	-3%
c1ccc(-c2oc3ncnc(NCCCn4ccnc4)c3c2-c2ccccc2)cc1	-1%

Remaining list, next part:
SMILES	AmpC det inh
N=C1CCC[C@@H]1C(=S)SCCC(N)=O	-1%[5.75 µM]
CCc1ccccc1S(=O)(=O)Cc1ccc(C(=O)NCc2ccc3c(c2)OCO3)o1	6%
CCOC(=O)c1c(CN2CCCCC2)n(C)c2cc(Br)c(O)c(CN(C)C)c12	11%
O=C(Nc1ccccc1NC(=O)NC1CCCCC1)NC1CCCCC1	-5%
COc1ccc(C(C)(C)C)cc1NC(=O)Nc1ccc2c(c1)OCO2	0%
Cc1ccc(-c2c3c([nH]c(=S)c2C#N)CCCC3)o1	7%
COc1ccc(N2CCN(C(CNC(=O)Oc3ccccc3)c3cccnc3)CC2)cc1 (centres undefined)	-2%
COc1ccc(S(=O)(=O)N2CCCC(C(=O)NC3CCCCC3)C2)cc1 (centres undefined)	-1%
O=C(CN(Cc1ccc(F)cc1)C(=O)Cn1nnc2ccccc21)NCC1CCCO1 (centres undefined)	-2%
CCCCOC(=O)C1=C(C)Nc2ncnn2C1c1cc(OC)ccc1OC (centres undefined)	11%
CN=c1scc(C)n1/N=C/c1ccc(O)cc1O	12%
O=C(Nc1ccc2c(c1)OCO2)C1CCN(S(=O)(=O)c2ccc3c(c2)OCCO3)CC1	0%
CCN1CCCC1CNC(=O)C1CCN(Cc2nc(-c3cccc(Br)c3)oc2C)CC1 (centres undefined)	-4%
CC(=O)c1cccc(NC(=O)C2CCCC2)c1	-3%
COC(=O)c1ccc(CSc2nc(C(F)(F)F)c3c(c2C#N)CCC3)o1	11%
COc1ccc(C2=NOC(C(=O)N3CCCCCC3)C2)cc1OC (centres undefined)	-4%
CN(CCCNC(=O)c1cn(C)c2ccc(S(=O)(=O)N(C)C)cc2c1=O)c1ccccc1	8%
S=c1sc2c(N3CCOCC3)ncnc2n1-c1ccccc1	-5%
COC(=O)Cn1c2ccc(OC)cc2c2nc3ccccc3nc21	-6%
CC1(C)C(=O)C(c2ccccc2)=C2CN3C(=O)N(CCc4ccccc4)C(=O)C3(Cc3ccc(F)cc3)C=C21 (centres undefined)	0%
C=CCOC(=O)C1=C(C)NC(=O)NC1c1cn(-c2ccccc2)nc1-c1cccs1 (centres undefined)	9%
COc1ccc(Nc2nc(C)c3ccccc3n2)cc1	-4%
Cn1c(=O)n(CC(N)=O)c2ccccc21	-1%
Cc1ccc(OC(C)C(=O)N2CCc3ccccc32)cc1 (centres undefined)	-5%
O=C(O)[C@@H](c1ccccc1)N1Cc2ccccc2C1=O	12%
Cc1noc(C)c1CSc1ccccc1C(=O)N1CCN(c2ccccc2)CC1	-4%
COC(=O)C1=C(C)N(Cc2cccnc2)C(=O)C1	6%
CC(=O)c1cc(-c2nc3ccccc3n2C)n(C)c1	-3%
CN(C)S(=O)(=O)c1cccc(C(=O)N2CCc3ccccc32)c1	-3%
Cn1cccc1Cc1nnc(SCC(=O)Nc2ccc(F)cc2)n1-c1ccc(F)cc1	12%
COCCCNC(=O)CS(=O)(=O)Cc1nc(-c2ccccc2C)oc1C	8%
COc1ccc(N(C2CSC2)S(=O)(=O)c2ccccc2)cc1	-1%
CCOC(=O)C1CCCN(C(=O)c2cn(CC)c3ccc(S(=O)(=O)N4CCCC4)cc3c2=O)C1 (centres undefined)	9%
CC(=O)c1cccc(NC(=O)N2CCCC2C(=O)Nc2ccccc2C)c1 (centres undefined)	-3%
S=C(Nc1ccc2cn[nH]c2c1)Nc1ccc2cn[nH]c2c1	-4%[5.75 µM]
CCOC(=O)c1cc2c(ccn2C)n1CC(=O)N1CCN(c2ccc(F)cc2)CC1	13%
Cc1ccc(N2C(=O)[C@@H]3[C@H](C2=O)C2c4ccccc4C=CN2[C@@H]3C(=O)c2ccco2)c(C)c1 (some centres undefined)	11%
C=CCn1c(=N)c(C(=O)NCCCOC)cc2c(=O)n3cccc(C)c3nc21	9%
COC(=O)c1ccc2c(c1)N(C)CCS2	12%
CC1(C)CC(=O)C2=C(C1)NC(=O)CC2C(=O)NCc1ccc(F)cc1 (centres undefined)	-1%
Cn1c(=O)c2c(nc(SCC(=O)N3CCCc4ccccc43)n2C)n(C)c1=O	2%
O=C(O)c1ccccc1S(=O)(=O)NCC(O)COc1ccc(Br)cc1 (centres undefined)	-2%
CCOc1c(Br)ccc2c1sc1nc[nH]c(=O)c12	-3%
Nc1c(C(=O)NCCN2CCOCC2)c2nc3ccccc3nc2n1CCc1ccccc1F	2%
Cc1cc2cc(OCC(=O)O)ccc2n1C	11%
CCN1CCC(O)([C@H](C(=O)O)c2ccccc2)CC1	0%[5.75 µM]
O=C(CSc1nccn1-c1ccccc1)NCc1ccc2c(c1)OCO2	-2%
Cc1ccc(S(=O)(=O)NCCC(=O)N2CCCCC2)cc1	3%
O=C(Nc1ccc2c(c1)OCO2)C(c1ccc(Cl)cc1)N1CCN(C(=O)c2ccco2)CC1 (centres undefined)	1%
COc1ccc(CCn2c(C)cc(C(=O)CSc3nnc(N)s3)c2C)cc1	3%
Cn1c(N2CCN(C(=O)C34CC5CC(CC(C5)C3)C4)CC2)nc2ccccc21	-5%
Cc1ccc(N(CC(=O)NCc2ccncc2)S(C)(=O)=O)cc1Cl	1%
Cc1cc(Oc2ccccc2)nc2ccc(O)cc12	12%
CCOC(=O)C1CCN(S(=O)(=O)c2cccc(-c3cn4cccc(C)c4n3)c2)CC1	-6%
Cc1cccc(CNc2ncncc2-c2ccc(C(=O)N(C)C)cc2)c1	8%
CCC(=NCc1ccco1)c1c(O)n(Cc2ccccc2)c(=O)[nH]c1=O	0%
COc1ccccc1OCCCn1cc(C#N)c2ccccc21	22%
Cn1c(=O)c2c(nc(-n3ccnc3)n2Cc2ccccc2)n(C)c1=O	-3%
CN(C)Cc1ccccc1-c1nccc(NCc2cccs2)n1	10%
COC(=O)c1c(N)n(-c2ccc(N3CCOCC3)cc2)c2nc3ccccc3nc12	2%

Next section:
SMILES	AmpC det inh
O=C(CSc1nnnn1-c1ccccc1)CC(=O)Nc1ccc(Cl)cc1	2%
CC1CCc2nn(CC(=O)N3CCN(C(=O)c4ccco4)CC3)cc2C1 (centres undefined)	5%
O=C(c1c(O)c2ccccc2oc1=O)C1CCC1	-3%
Cc1cccc2sc(NC(=O)CCNS(=O)(=O)c3cccs3)nc12	-7%
N#CCCn1c(=O)cnc2cnc(N3CCOCC3)nc21	2%

Structures shown so far that contain an aryl thioether with sulfur outside any ring, in the order listed:
SMILES	AmpC det inh
CCn1c(SCC(=O)NCC(=O)Nc2ccc(F)cc2)nnc1-c1cccs1	0%
COC(=O)COC(=O)c1ccc(-n2nnnc2SC)cc1	1%
CSc1nc(-c2ccco2)nn1S(C)(=O)=O	-9%
CCOC(=O)N1CCC(n2c(SCC(=O)NCCC3=CCCCC3)nc3ccccc3c2=O)CC1	0%
CC(=O)c1cc2c(cc1NC(=O)CSc1nc3ccccc3o1)OCO2	-7%
Fc1ccccc1OCCSc1nnnn1-c1ccccc1	-2%
CC(=O)Nc1cccc(NC(=O)CSc2ncc(-c3ccc(Cl)cc3)n2Cc2ccco2)c1	-5%
COc1ccc(-c2nnc(SCC(=O)Nc3sc4c(c3C#N)CCC4)n2CC2CCCO2)cc1 (centres undefined)	-1%
CCn1c(SCC(=O)c2ccc3c(c2)OCCO3)nnc1-c1ccco1	-5%
CC1=CC(C)(C)N(C(=O)CSc2nccn2C)c2cc(C)ccc21	10%
COC(=O)c1ccc(CSc2nc(C(F)(F)F)c3c(c2C#N)CCC3)o1	11%
Cc1noc(C)c1CSc1ccccc1C(=O)N1CCN(c2ccccc2)CC1	-4%
Cn1cccc1Cc1nnc(SCC(=O)Nc2ccc(F)cc2)n1-c1ccc(F)cc1	12%
Cn1c(=O)c2c(nc(SCC(=O)N3CCCc4ccccc43)n2C)n(C)c1=O	2%
O=C(CSc1nccn1-c1ccccc1)NCc1ccc2c(c1)OCO2	-2%
COc1ccc(CCn2c(C)cc(C(=O)CSc3nnc(N)s3)c2C)cc1	3%
O=C(CSc1nnnn1-c1ccccc1)CC(=O)Nc1ccc(Cl)cc1	2%

The list is partial; rates above refer to the full screens.
